Screening data (PubChem)
H1N1 NS1A inhibition: NS1A inhibition, H1N1 influenza, cell based functional assay (AID 504329); NS1A functional cell-based assay, percent inhibition; higher % means a stronger effect; inhibition, % at 12.5 µM, or IC50 in µM where a hit was titrated; 340,000 compounds, 0.3% hits; in the data active = a potency from the dose series; inconclusive = inhibition above about 27% without an active follow-up result; note: strong numbers were not always called active
PhoP GFP inhibition: Inhibition of PhoP regulon, Salmonella typhi GFP reporter cells, confirmation, 4 h (AID 1850); Salmonella Typhi PhoP-promoter GFP reporter, fluorescence, 4 h; higher % means a stronger effect; 310,000 compounds, 0.33% hits; inhibition, % at 50 µM; hits with a dose series show IC50 in µM; in the data active = a potency from the dose series; inconclusive = inhibition mostly from about 25% at the one dose, without a potency; inactive = the rest, 99 in 100 with inhibition below about 19%;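 note: 0% = induced wells with vehicle and 100% = uninduced wells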
H37Rv inhibition: M. tuberculosis growth inhibition, HTS (AID 449762); inhibition, % at 25 µM, or IC50 in µM where a hit was titrated; M. tuberculosis H37Rv growth inhibition, 7H9 media; higher % means a stronger effect; 330,000 compounds, 0.59% hits; in the data active = a potency from the dose series; inconclusive = inhibition above about 70% without an active follow-up result;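 note: bacterial growth assessed after seven days of incubation; strong numbers were not always called active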
M. tuberculosis: growth inhibition of non-replicating M. tuberculosis (AID 488890); inhibition, % at 25 µM; hits with a dose series show IC50 in µM; 320,000 compounds, 0.39% hits; Mycobacterium tuberculosis non-replicating, growth inhibition; higher % means a stronger effect; in the data active = a potency from the dose series; inconclusive = inhibition mostly from about 82% at the one dose, without a potency; inactive = the rest, 99 in 100 with inhibition below about 76%;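 note: plate controls were DMSO cells for no effect and high antibiotic wells for full effect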
VEEV TC-83 Vero: inhibitors of VEEV TC-83 cytopathic effect, confirmation, Vero cells (AID 588727). Vero cells, VEEV TC-83 cytopathic effect inhibition; higher % means a stronger effect. inhibition, % at 20 µM, or IC50 in µM where a hit was titrated. 350,000 compounds, 0.13% hits; in the data active = a potency from the dose series; inconclusive = inhibition mostly from about 14% at the one dose, without a potency; inactive = the rest, 99 in 100 with inhibition below about 12%; note: strong numbers were not always called active
VEEV TC-83 Vero 10K pilot screen: second read-out of VEEV TC-83 Vero, no call of its own (marks repeat the call); inhibition, %; measured here: 10K pilot screen inhibition
* hit, by the source's call; i = inactive; ? = inconclusive; nt = no result given. Not a hit list; about 1.6% have a hit in one of these screens.

SMILES	H1N1 NS1A inhibition	PhoP GFP inhibition	H37Rv inhibition	M. tuberculosis	VEEV TC-83 Vero	others
Cc1sc2ncnc(NCC(O)c3ccccc3)c2c1C (stereo unspecified)	-8%	-1%	-9%	15%	i
CC(=O)CCc1ccc(OCCCOc2cccc3cccnc23)cc1	-8%	-2%	11%	61%	5.5%
Cc1c(CNCCc2ccccc2Cl)c(C(=O)O)c(C)n1-c1ccccc1	26%	5%	-3%	26%	3.3%
CC(C)(C)c1ccc(C(=O)C2CCCN(C3CCC3)C2)cc1 (stereo unspecified)	3%	-3%	5%	10%	2.2%
O=C(NCc1ccccn1)c1ccccc1OCc1ccc(F)cc1	8%	7%	11%	nt	5.6%
Cn1ccnc1SCCNC(=O)CCc1nnc(CCCCc2ccccc2)o1	13%	-1%	-3%	9%	0.3%
CC(CCc1ccccc1)NC(=O)c1cccs1 (stereo unspecified)	-6%	1%	10%	71%	0.5%
S=C(NCCCN1CCOCC1)N1CCN(c2ccccc2)CC1	-7%	-8%	-6%	20%	0.2%
CC1CCN(CCCNC(=O)CN2C(=O)CSc3ccc(S(=O)(=O)N4CCOCC4)cc32)CC1	-4%	1%	-4%	1%	1.2%
O=C(NCc1ccccc1)c1cccc(OCC(=O)N2CCN(C(=O)c3ccco3)CC2)c1	5%	4%	3%	9%	i
N#CCOC(=O)/C=C/c1ccc2c(c1)OCO2	7%	17%	15%	47%	0.5%
Cc1cc(C)c(NC(=O)/C=C\C(=O)O)c(Cl)c1	2%	-6%	-9%	45%	0.6%
C=CCn1c(CNC(=O)c2ccco2)nnc1SCC(=O)N1c2ccccc2Sc2ccccc21	5%	5%	?	73%	7.6%
Oc1c(Br)cc(/C=N/NC(=S)NCC2CCCO2)cc1Br (stereo unspecified)	-11%	-4%	1%	-1%	0.2%
COc1ccc(C(CNC(=O)c2ccccc2C)N2CCCC2)cc1 (stereo unspecified)	-2%	1%	-5%	19%	2.8%
N#CCCn1cc(C(=O)O)c(-c2cccs2)n1	7%	-21%	2%	-14%	i
COc1ccc(-c2c[n+]3c(n2-c2ccccc2)SCC3)cc1	-20%	10%	22%	10%	i
Cc1ccc(N=C(N)N=C(N)N)cc1	-17%	-8%	2%	40%	2.7%
COc1ccc(OC)c(S(=O)(=O)N/N=C\c2cn(CC(N)=O)c3ccccc23)c1	7%	-13%	3%	-1%	0.5%
O=C(NCCN1CCOCC1)c1ccc(/C=C2\Sc3ccccc3N(Cc3ccc(F)cc3)C2=O)cc1	2%	-1%	53%	30%	9.0%
COC(=O)/C=C1\S/C(=N/NC(=O)c2ccccc2)NC1=O	6%	14%	-3%	-9%	6.2%	VEEV TC-83 Vero 10K pilot screen=2.0
CCCCNC(=O)C1CCC(CNc2nc(=S)[nH]c3ccccc23)CC1 (stereo unspecified)	11%	0%	-2%	-3%	1.4%
CSc1ccccc1NC(=O)CN(C)C(=O)COc1cccc2cccnc12	-4%	nt	?	?	2.7%
COc1ccc(/C(N)=N/OC(=O)c2ccco2)cc1OC	-3%	-1%	-1%	4%	1.7%
CCNc1nc(CN2CCOCC2)nc2sc3c(c12)CCC3	-1%	8%	-2%	12%	0.9%

Entries listed so far containing two or more sulfur atoms (two):
SMILES	H1N1 NS1A inhibition	PhoP GFP inhibition	H37Rv inhibition	M. tuberculosis	VEEV TC-83 Vero	others
CC1CCN(CCCNC(=O)CN2C(=O)CSc3ccc(S(=O)(=O)N4CCOCC4)cc32)CC1	-4%	1%	-4%	1%	1.2%
C=CCn1c(CNC(=O)c2ccco2)nnc1SCC(=O)N1c2ccccc2Sc2ccccc21	5%	5%	?	73%	7.6%

Following part.
SMILES	H1N1 NS1A inhibition	PhoP GFP inhibition	H37Rv inhibition	M. tuberculosis	VEEV TC-83 Vero	others
CCOC(=O)Cn1c(=O)oc2cc(S(=O)(=O)NCc3cccs3)ccc21	-5%	0%	-4%	nt	i
c1ccc(-c2noc(CN3CCN(c4cnccn4)CC3)n2)cc1	-3%	-8%	4%	9%	2.1%
CC(=O)Oc1ccc(CC(C(=O)O)N2C(=O)c3ccccc3C2=O)cc1 (stereo unspecified)	-2%	2%	2%	-5%	1.3%
COc1ccc2c(CC(=O)NCc3cccs3)coc2c1	5%	-29%	19%	54%	i
COC(=O)c1ccc(CSc2nncn2N)cc1	-10%	-1%	-4%	-21%	1.2%
Cc1cc(NC(=O)CSc2nncn2-c2ccccc2)no1	14%	11%	-3%	-6%	0.5%
CCOc1ccccc1OCC(=O)Nc1cc(C)on1	-3%	nt	4%	22%	i
Cc1sc(NC(=O)c2cccc(N3C(=O)CCC3=O)c2)nc1-c1ccccc1	0%	7%	-2%	-6%	?
O=C1N=C(c2ccccc2)S/C1=C\c1cccs1	4%	1%	-1%	78%	2.2%
CC(Oc1ccccc1)C(=O)N=Nc1c(O)[nH]c2ccc([N+](=O)[O-])cc12 (stereo unspecified)	-10%	-12%	-7%	-4%	2.8%
O=C1c2ccccc2C(=O)N1CCc1ccccc1	-3%	3%	2%	5%	1.2%
c1coc(CSSCc2ccco2)c1	-4%	nt	-3%	-7%	7.9%
COc1ccc(OC)c(N2C(=O)CC(=O)NC2=O)c1	4%	-9%	7%	-9%	1.9%
O=Cc1cn(CCOc2ccccc2F)c2ccccc12	-3%	2%	-3%	22%	0.2%
Cc1ccc(O)c(C2=Nc3ccccc3N=C(c3ccc([N+](=O)[O-])cc3)C2)c1	6%	0%	5%	12%	i
CCOc1ccc(C(CCc2ccccc2)NC(=O)c2ccccc2OC)cc1OCC (stereo unspecified)	-6%	-1%	nt	nt	i
Cc1ccc(C(=O)N/C(=C/c2ccco2)C(=O)NCCc2c[nH]c3ccccc23)cc1	3%	0%	3%	10%	9.7%
COC(CNC(=O)c1ccc(CS(=O)(=O)c2ccc(Br)cc2)o1)OC	0%	-3%	-2%	-4%	i
Cc1cnc(C)c(N(C)NC(=S)Nc2ccccc2)n1	17%	-3%	3%	-13%	i
O=c1c2ccccc2[nH]c(=S)n1C1CCCCC1	-15%	6%	1%	-13%	0.2%
CCN1CCN(Cc2ccc(NC(=O)c3cc(NC(=O)c4nccnc4N)cc(OC)c3)cc2C(F)(F)F)CC1	2%	-6%	?	78%	11%	VEEV TC-83 Vero 10K pilot screen=8.4
COc1ccc(CCNC(=O)c2cnc(C)cn2)cc1	-11%	-4%	0%	69%	5.8%
CCOC(=O)N1CCN(C(=O)CCc2ccc(S(=O)(=O)NCCc3ccccc3)cc2)CC1	5%	-3%	-9%	4%	0.2%	VEEV TC-83 Vero 10K pilot screen=1.0
OCCCNc1nc(-c2ccccc2)c2cc(Cl)ccc2n1	nt	4%	-3%	4%	5.9%
O=c1cc(CN2CCOCC2)c2cc(Cl)c(O)cc2o1	5%	1%	-12%	0%	i

Looked up by compound from above (4):
SMILES	H1N1 NS1A inhibition	PhoP GFP inhibition	H37Rv inhibition	M. tuberculosis	VEEV TC-83 Vero	others
Cc1sc2ncnc(NCC(O)c3ccccc3)c2c1C (stereo unspecified)	-8%	-1%	-9%	15%	i
Cn1ccnc1SCCNC(=O)CCc1nnc(CCCCc2ccccc2)o1	13%	-1%	-3%	9%	0.3%
Cc1sc(NC(=O)c2cccc(N3C(=O)CCC3=O)c2)nc1-c1ccccc1	0%	7%	-2%	-6%	?
Cc1ccc(N=C(N)N=C(N)N)cc1	-17%	-8%	2%	40%	2.7%

(more compounds)
SMILES	H1N1 NS1A inhibition	PhoP GFP inhibition	H37Rv inhibition	M. tuberculosis	VEEV TC-83 Vero	others
CCN1CCN(Cc2nnnn2C(C)(C)C)CC1	nt	-4%	-1%	3%	nt
COc1ccccc1CNC(=O)c1ccccc1C(=O)NC(CC(C)C)C(=O)NCc1ccccc1OC (stereo unspecified)	-3%	4%	12%	2%	4.8%
COc1cc2ccccc2cc1C(=O)NNC(=O)c1ccccc1O	-8%	1%	-4%	-8%	5.3%
C=CCSc1nc(-c2ccccc2)c2cc(Cl)ccc2n1	-6%	-12%	1%	2%	i
COc1cccc(Cn2cnc3c(NS(=O)(=O)c4cccc(Cl)c4Cl)c(C)c(C)cc32)c1	8%	-14%	-6%	3%	4.0%
Cc1cc(C)cc(N(C(=O)c2csnn2)C(C(=O)NC2CCCCC2)c2cccnc2)c1 (stereo unspecified)	5%	6%	-2%	10%	i
CC(NC(=O)CCN1C(=O)c2ccccc2C1=O)c1ccccc1 (stereo unspecified)	3%	-5%	4%	19%	0.6%
COc1ccc(CCNC(=O)CSc2n[nH]c(C)c2[N+](=O)[O-])cc1OC	-11%	-1%	-3%	-7%	0.9%
Cc1cccc(NC(=S)NCCN(C2CCCCC2)C2CCCC2)c1	-19%	8%	4%	50%	7.1%
CC(C(=O)Nc1ccccc1-c1ccccc1)N1CCOCC1 (stereo unspecified)	1%	-2%	-7%	2%	i
NS(=O)(=O)c1ccc(NC(=O)COc2ncnc3sccc23)cc1	-3%	-16%	-13%	11%	i
Cn1c(=O)c2c(nc(NCC(O)CO)n2CCc2ccccc2)n(C)c1=O (stereo unspecified)	-4%	-7%	2%	-2%	1.3%
CSc1nnc(CSc2cc(C)nc(N(C)C)n2)o1	-9%	-5%	1%	73%	0.1%
NC(=O)c1ccc(NC(=O)CN2CCN(C(=O)c3ccco3)CC2)cc1	0%	8%	3%	7%	0.4%
COc1ccc(C(=O)Nc2nc3cc(OC)c(OC)cc3c(=O)[nH]2)cc1	-3%	-2%	15%	-5%	5.1%
CC(=O)c1cccc(N(C(=O)c2cnccn2)C(C(=O)NCc2ccccc2)c2ccco2)c1 (stereo unspecified)	15%	7%	-2%	69%	5.0%
Cc1ccc(NC(=O)NNC(=O)COc2ccc([N+](=O)[O-])cc2)cc1C	3%	-11%	17%	-4%	i
Cc1c(OCC(=O)N2C[C@H]3C[C@@H](C2)c2cccc(=O)n2C3)ccc2c3c(c(=O)oc12)CCC3	8%	5%	-12%	-3%	0.6%
CCOc1ccccc1N(C(=O)CNS(=O)(=O)c1ccccc1)C(CC)C(=O)NCc1ccco1 (stereo unspecified)	2%	-1%	-16%	27%	0.1%
O=C(CN1C(=O)NC2(CCCC2)C1=O)OCCOc1ccc(Br)cc1	0%	2%	-5%	-14%	2.8%
COc1ccc(CCNC(=O)/C=C\c2ccccc2)cc1OC	-10%	-7%	3%	2%	0.1%
CCCCN(N=Nc1nonc1OC)c1nonc1OC	-17%	-2%	2%	3%	1.0%
Cc1cc(NCC(c2ccccc2)c2ccccc2)n2ncnc2n1	-5%	7%	2%	15%	0.4%
O=C(Nc1ccc2c(c1)OCO2)C1CC1	-11%	nt	-6%	17%	1.5%
O=C(c1cccnc1)N1CCCc2ccccc21	-1%	2%	1%	-9%	1.4%
New compounds follow:
SMILES	H1N1 NS1A inhibition	PhoP GFP inhibition	H37Rv inhibition	M. tuberculosis	VEEV TC-83 Vero	others
CCOC(=O)C1CCCN(C(=O)c2ccc3[nH]c4c(c3c2)CC(C)CC4)C1 (stereo unspecified)	-4%	nt	-8%	1%	0.6%
Nn1c(SCC(=O)Nc2ccc3c(c2)CCC3)nnc1C1CC1	-18%	nt	-8%	9%	2.9%
COc1ccccc1N1CC(C(=O)Nc2nnc(SCC(=O)N3CCCC3)s2)CC1=O (stereo unspecified)	12%	2%	-2%	2%	0.7%
CN(CC(=O)Nc1ccccc1Cl)C(=O)COC(=O)c1nc(Cl)ccc1Cl	-14%	2%	-1%	-25%	i
O=C(CN1CCN(c2ncc(C(F)(F)F)cc2Cl)CC1)NC(=O)NCc1ccccc1	-11%	-4%	-1%	23%	0.5%
CSCCC(NC(=O)c1ccco1)C(=O)NC1CCCCCC1 (stereo unspecified)	-4%	1%	-5%	-8%	1.5%
S=C(Nc1ccccc1)N1CCn2cccc2C1c1cccnc1 (stereo unspecified)	-6%	-5%	1%	-3%	1.3%
O=C(CCc1c[nH]c2ccccc12)NCCc1ccc(O)cc1	-22%	3%	-2%	-14%	0.1%
Nc1nonc1C(=O)NCCN=Cc1cc(Cc2ccccc2)cc(Br)c1O	0%	25%	5%	5.6µM*	i
COc1ccccc1NC(=O)C1CCCN(S(=O)(=O)c2ccccc2)C1 (stereo unspecified)	3%	4%	-16%	2%	4.1%
C#Cc1ccc([C@H]2C=C(C(=O)O)O[C@@H](OCCCCO)C2)cc1	-9%	3%	3%	14%	0.6%
CNC(=O)CCSc1ccc(C)cc1	-6%	4%	-13%	-8%	i
N=C1SCC(=O)N1c1nc(-c2ccccc2)cs1	0%	3%	7%	29%	2.0%
C/C(CC(c1ccccc1)c1c(O)c2ccccc2oc1=O)=N\NC(N)=S (stereo unspecified)	-5%	-3%	-8%	47%	0.2%
